Screening results from PubChem.
Pf growth 96h: Primary qHTS for delayed death inhibitors of the malarial parasite plastid, 96 hour incubation; Potency, µM (top dose mostly 28.7 µM), for inactives: at the top dose activity change, negative = inhibition, most hits filed as inhibitors; 320,000 tested, 6.9% active; P. falciparum luciferase reporter growth, 96 h; also: potency is read from the fitted curve at half-maximal effect; % is scaled to controls: 0 for no effect and ±100 for the full control effect
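Infected RBCs, 2% Hct / 0.05% parasitemia final; luciferase-reporter P. falciparum; cpd 96 h, 37 C, 5% CO2; luciferase detection reagent; luminescence.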
HCV inhibitor: qHTS Assay for Inhibitors of Hepatitis C Virus (HCV). Huh7.5.1 HCVcc-Cre infection, luciferase reporter, 44 h. Potency, µM (doses to about 41.8 µM), without a hit: at the highest dose activity change, negative = inhibition, usual class: inhibitors. 340,000 tested, 3.4% active. AID 651820, 2012; also: potency is read from the fitted curve at half-maximal effect; % is scaled to controls: 0 for no effect and ±100 for the full control effect
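Infectious HCV cell culture screen: compound-treated cells (1,000/well, pre-plated 4 h) are infected with HCVcc-Cre at roughly 0.5 moi and grown 44 h. Infection is quantified by luciferase signal after 15 min substrate incubation at room temperature.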
Pf growth 48h: Primary qHTS for delayed death inhibitors of the malarial parasite plastid, 48 hour incubation; Potency, µM (highest dose often 28.7 µM), for inactives: at the top dose activity change, negative = inhibition, most hits filed as inhibitors; 310,000 tested, 5.9% active; P. falciparum luciferase growth in erythrocytes, 48 h; also: potency is read from the fitted curve at half-maximal effect; % is scaled to controls: 0 for no effect and ±100 for the full control effect
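Compounds are pin-transferred into medium, infected erythrocytes (2% hematocrit, 0.1% parasitemia final) are added, and plates sit one parasite generation at 37 C in 5% CO2. Detection reagent is then added and luminescence measured.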
Shiga inhibitor: A qHTS for Small Molecule Inhibitors of Shiga Toxin; Vero cells, Shiga toxin protein synthesis inhibition reporter; inhibition, % at 38.7 µM; 290,000 tested, 9.2% active; AID 2315, 2010; in the data active = inhibition mostly above about 28%, no sharp cut-off; inactive = mostly below about 43%; also: 0% is about no effect
CHX counter: Cycloheximide Counterscreen for Small Molecule Inhibitors of Shiga Toxin | 300,000 tested, 12% active | max response, % | cell reporter, cycloheximide protein synthesis inhibition counterscreen | AID 2314, 2010; in the data active = max response mostly above about 13%, no sharp cut-off; inactive = mostly below about 14%; also: read at 38.3 µM for the half of the compounds with a filed dose; 0% is about no effect
FBPA Giardia inh: qHTS Assay for Inhibitors of Fructose-1,6-bisphosphate Aldolase from Giardia Lamblia. A8B2U2. purified Giardia FBPA. Potency, µM (doses to about 59.6 µM), for inactives: top-dose activity, negative = inhibition, actives largely listed as inhibitors. 290,000 tested, 0.71% active; also: potency is read from the fitted curve at half-maximal effect; % is scaled to controls: 0 for no effect and ±100 for the full control effect; nearly all actives have a fitted effect of over 55% in size
Target sequence (A8B2U2 whole entry, looked up): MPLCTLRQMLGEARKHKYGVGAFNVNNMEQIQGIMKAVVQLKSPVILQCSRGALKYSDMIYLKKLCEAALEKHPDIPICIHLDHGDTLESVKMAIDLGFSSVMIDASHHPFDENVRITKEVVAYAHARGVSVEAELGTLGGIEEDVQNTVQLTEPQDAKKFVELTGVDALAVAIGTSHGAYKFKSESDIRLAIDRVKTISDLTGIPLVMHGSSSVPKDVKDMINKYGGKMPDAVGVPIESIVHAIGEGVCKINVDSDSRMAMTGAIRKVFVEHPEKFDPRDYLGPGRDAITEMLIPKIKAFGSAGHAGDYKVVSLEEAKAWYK
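40 nM FBPA preincubated 10 min at RT with compound (up to 57.5 uM final), then substrate plus GAPDH/TPI/NAD/arsenate coupling and diaphorase/resazurin added. Fluorescence read after 20 min at RT, 525/598 nm.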
* marks the source's active call; other numbers are inactive results; u = inconclusive; x = not tested or not shown; [ ] = remark or other dose. Unless noted, calls follow the shape of the dose curve; as a rule, active = well fitted curve in the direction sought with a large enough effect; inconclusive = small, poorly fitted or top-dose-only effect, or another doubt; inactive = no such curve, though single readings can be large; an effect the other way counts as inactive or inconclusive.

SMILES	Pf growth 96h	HCV inhibitor	Pf growth 48h	Shiga inhibitor	CHX counter	FBPA Giardia inh
O=C(NCCC1CCCCN1S(=O)(=O)c1cccs1)C(=O)Nc1cccc(F)c1 (stereo unspecified)	8%	u	u	x	x	x
CCCn1c(SCC(=O)NCc2ccc3c(c2)OCO3)n[nH]c1=O	-30%	12%	-28%	x	x	x
COc1ccccc1-n1nc(C)cc1N	3%	2%	-4%	53	-3	4%
CC1Cc2ccccc2N1C(=O)CSc1nc2cc3c(cc2cc1C#N)OCO3 (stereo unspecified)	u	u	u	3	-1	3%
O=C(CCCO)NNc1c2ccccc2nc2ccccc12	1.3µM*	1µM*	1.5µM*	-2	-3	6%
FC(F)(F)c1ccncc1-c1nnc(C2CCCCC2)o1	u	4%	u	13	-4	8%
COc1ccc(/C=C/C(=O)NC2CCCCC2C)cc1 (stereo unspecified)	u	-11%	4%	x	12	-4%
COc1cccc(-c2nc3ccc(N4CCN(C)CC4)cc3[nH]2)c1	-18%	-29%	0%	-25	-10	u
Cc1ccc(/C=C/C(=O)O)cc1S(=O)(=O)Nc1ccc2c(c1)OCO2	-10%	17%	28%	-5	-1	-5%
CN(C)S(=O)(=O)c1ccc(N2CCOCC2)c(C(=O)O)c1	x	-3%	3%	-11	1	0%
Cc1oc2c(C)c3oc(=O)c(CCC(=O)N[C@@H](CC(C)C)C(=O)O)c(C)c3cc2c1C	5%	18%	-6%	-5	-4	-8%
O=S1(=O)NC(=NC2CCCCCC2)c2ccccc21	3%	12%	10%	-4	3	7%
O=C(CN1CCOCC1)N1N=C(c2cccs2)CC1c1cccs1 (stereo unspecified)	42%[activator]	-2%	7%	-11	-2	3%
O=C(C1CCCN(S(=O)(=O)c2cnc[nH]2)C1)N1CCN(Cc2ccccc2)CC1 (stereo unspecified)	u	4%	x	-5	-7	1%
COc1ccc(CN(C)C(=O)c2ccc(NS(=O)(=O)c3ccccc3)cc2)c(OC)c1	-19%	11%	-8%	x	x	x
Cc1c(C(=O)O)sc(S(=O)(=O)N2CCNCC2)c1C(=O)O	39%[activator]	x	41%[activator]	22	1	-10%
Cc1sc2ncnc(OCC(=O)NCc3cccs3)c2c1C	u	16%	-22%	20	-3	2%
CCOC(=O)c1cc(-c2ccc(F)cc2)n(CC(=O)N2CCCC2)c1C	47%[activator]	-6%	-4%	-5	-2	0%
CC1CCCN(C(=O)c2ccc3ncsc3c2)C1 (stereo unspecified)	44%[activator]	12%	-9%	x	x	x
COc1ccccc1NC(=O)N1CCN(C(=O)Nc2ccccc2OC)CC1	32%[activator]	3%	-14%	-3	-2	6%
O=C(NCc1cccnc1)c1cc2nc(-c3ccc4c(c3)OCO4)cc(C(F)(F)F)n2n1	20%	-28%	u	-27	-1	-2%
COc1cc(C(=O)NCC(c2ccco2)N2CCCC2)ccc1OCc1c(C)noc1C (stereo unspecified)	u	u	12µM*	-12	-1	-5%
COc1ccc(/C(C)=N/NC(=O)CNC(=O)c2ccco2)c(OC)c1	22%	-5%	10%	-7	-4	-14%
CCOc1ccc(-c2csc(NC(=O)C3CCCO3)n2)cc1 (stereo unspecified)	x	-16%	55%[activator]	11*	42*	-2%
CC(=O)Nc1cccc(Nc2nc(-c3ccccc3)nc3ccccc23)c1	u	6.3µM*	46%[activator]	4	-2	-4%

Two compounds drawn at random from those above:
SMILES	Pf growth 96h	HCV inhibitor	Pf growth 48h	Shiga inhibitor	CHX counter	FBPA Giardia inh
Cc1ccc(/C=C/C(=O)O)cc1S(=O)(=O)Nc1ccc2c(c1)OCO2	-10%	17%	28%	-5	-1	-5%
CCOc1ccc(-c2csc(NC(=O)C3CCCO3)n2)cc1 (stereo unspecified)	x	-16%	55%[activator]	11*	42*	-2%

One compound at a time, as listed above. Order of screens: Pf growth 96h | HCV inhibitor | Pf growth 48h | Shiga inhibitor | CHX counter | FBPA Giardia inh
COc1cc(C(=O)NCC(c2ccco2)N2CCCC2)ccc1OCc1c(C)noc1C (stereo unspecified) in the list: u | u | 12µM* | -12 | -1 | -5%
CC1Cc2ccccc2N1C(=O)CSc1nc2cc3c(cc2cc1C#N)OCO3 (stereo unspecified) in the list: u | u | u | 3 | -1 | 3%
Cc1ccc(/C=C/C(=O)O)cc1S(=O)(=O)Nc1ccc2c(c1)OCO2 in the list: -10% | 17% | 28% | -5 | -1 | -5%
CC1CCCN(C(=O)c2ccc3ncsc3c2)C1 (stereo unspecified) in the list: 44%[activator] | 12% | -9% | x | x | x
COc1ccc(/C(C)=N/NC(=O)CNC(=O)c2ccco2)c(OC)c1 in the list: 22% | -5% | 10% | -7 | -4 | -14%

Back to the main list with the 2 entries that preceded the break.
SMILES	Pf growth 96h	HCV inhibitor	Pf growth 48h	Shiga inhibitor	CHX counter	FBPA Giardia inh
CCOc1ccc(-c2csc(NC(=O)C3CCCO3)n2)cc1 (stereo unspecified)	x	-16%	55%[activator]	11*	42*	-2%
CC(=O)Nc1cccc(Nc2nc(-c3ccccc3)nc3ccccc23)c1	u	6.3µM*	46%[activator]	4	-2	-4%
Cc1ccn2cc(-c3cccc(NC(=O)c4cccs4)c3)nc2c1	u	-26%	75%[activator]	36	22*	-10%
CCOC(=O)Cn1nc(C)c(NC(=O)COc2ccc(F)cc2F)c1C	u	x	5%	6	-1	-1%
O=C1CN(C(=O)COc2c(Cl)cccc2Cl)c2ccccc2N1	u	14%	u	x	x	x
Clc1ccc(CN2C3=NCCCN3c3ccccc32)cc1	u	u	u	-3	0	-3%
NS(=O)(=O)c1ccc(CCNC(=O)c2ccccc2Cc2ccccc2)cc1	u	4%	-1%	-8	-4	x
CN(c1ccc(OCC(=O)OCC(=O)Nc2ccccc2F)cc1)S(=O)(=O)c1cccs1	8%	-5%	6%	10	-2	0%
O=C(Nc1ccccc1Oc1ccsc1C(=O)O)c1ccccc1	8%	1%	x	-1	-7	3%
CCOc1ccc(S(=O)(=O)N/N=C\c2ccc3c(c2)OCO3)cc1	u	-14%	8%	-7	0	-6%
CN(CC(=O)Nc1ccc(F)cc1)C(=O)CCc1nc2sc3c(c2c(=O)[nH]1)CCCC3	-22%	-2%	-14%	x	x	x
COc1ccccc1/C=C1\SC(=S)N(CCC(=O)N2CCCCC2CCO)C1=O (stereo unspecified)	u	u	u	-2	-5	0%
Cc1ccc(N2CC(C(=O)Nc3ccc4c(c3)OCO4)CC2=O)cc1 (stereo unspecified)	10%	8%	-3%	-5	3	-7%
Cc1nn(Cc2ccc(Cl)cc2Cl)c(Cl)c1C(=O)Nc1ccc(OC(F)F)cc1	9%	1%	11%	9	8	3%
Cc1ccc(-n2c(SC3CCOC3=O)nc3ccccc3c2=O)cc1 (stereo unspecified)	-15%	x	3%	-5	-3	-22%
CCOCCCNS(=O)(=O)c1ccc2c(c1)oc(=O)n2CC(=O)OCC	x	2%	13%	-3	-5	2%
CCC(C)NC(=O)CSc1nnc(-c2ccc(OC)c(OC)c2)c(-c2ccc(OC)c(OC)c2)n1 (stereo unspecified)	u	-13%	u	-2	-6	0%
CC(C)CCN1CCN(Cc2c(F)cccc2Cl)CC1CCO (stereo unspecified)	u	1%	-3%	-7	-2	2%
S=C(NCc1cccs1)Nc1cccc(Cl)c1	u	-16%	u	5	10	-4%
COc1ccccc1NC(=O)N1CCN(c2ccnc3cc(Cl)ccc23)CC1	2.6µM*	u	2.1µM*	-2	3	-2%
CN(CCO)c1ccc(C(C(=O)c2ccccc2)c2ccc(N(C)CCO)cc2)cc1	44%[activator]	1%	u	x	x	x
CCOC(=O)c1[nH]c(CO)c(C(=O)OCC)c1C	86%[activator]	-9%	80%[activator]	-5	-4	2%
O=C(c1cccc(F)c1)N1CCC(c2nc3ccccc3s2)CC1	4.1µM*	u	-12%	-4	21	7%
Nc1nc2ccc(S(=O)(=O)N3CCCCC3)cc2s1	-16%	3%	u	-2	-3	-4%
CCc1ccc(N(CC(=O)Nc2ccccc2C(=O)N2CCCC2)S(C)(=O)=O)cc1	1%	12%	-2%	-24	-2	x
CC(C)n1c(COc2ccccc2)nc2ccccc21	31%[activator]	18%	u	-6	2	5%
O=[N+]([O-])/C(C(=C(Cl)Cl)N1CCN(Cc2ccccc2)CC1)=C1\NCCN1Cc1ccc(Cl)nc1	-12%	-3%	u	14	9	-2%

Later entries
SMILES	Pf growth 96h	HCV inhibitor	Pf growth 48h	Shiga inhibitor	CHX counter	FBPA Giardia inh
Cc1cc(C(=O)Nc2nnc(C(F)(F)F)s2)no1	-19%	-23%	-11%	21	11	-21%
CCCCn1nc(C(=O)Nc2ccccc2N2CCCC2)c2ccccc2c1=O	u	u	u	x	x	x
CCOc1ccc(N2C(=O)CC(NC3CCN(C(=O)c4ccc(F)cc4)CC3)C2=O)cc1 (stereo unspecified)	31%[activator]	24%	-4%	-9	-1	-2%
Cc1oc2c(CN(C)C)c(O)ccc2c(=O)c1-c1cscn1	u	3%	68%[activator]	-11	1	-3%
O=C(CCCN1C(=O)/C(=C\c2cccs2)SC1=S)NNC(=O)c1ccncc1	8%	6%	0%	-4	-2	3%
O=C(NN1C(=O)C2C(C1=O)C1C=CC2C12CC2)c1ccncc1 (stereo unspecified)	-19%	-4%	-11%	11	-1	4%
COc1cc(C(=O)O/N=C2\C=CC(=O)C=C2C)cc(OC)c1OC	31%[activator]	-1%	32%[activator]	-6	-2	4µM*
Cc1ccc(S(=O)(=O)NNC2=NCCCCC2)cc1	26%	-3%	21%	-7	2	-6%
COc1ccc(C(=O)c2sc3nc(-c4ccc(OC)cc4)ccc3c2N)cc1	321%[activator]	-14%	17%	40	22*	0%
COC(CNC(=O)CSCc1nc(-c2ccc(SC)cc2)oc1C)OC	7%	-11%	21%	26	9	6%
Cc1ccc2c(Cl)c(C)c(N3CCCCC3)nc2n1	u	u	-5%	-4	-6	3%
CCOC(=O)CC(=O)Nc1ccc(Br)cc1C(=O)O	x	7%	-2%	11	-4	4%
CNC(=S)NNC(=O)c1oc2nc(-c3ccccc3)cc(C)c2c1N	-3%	13%	11%	-12	-2	8%
Nc1nc2ncc(C(=O)c3cc(F)ccc3O)cc2s1	u	1%	-7%	-5	12	0%
CCOC(=O)N1CCN(c2ncnc3c2cnn3-c2ccc(OC)cc2)CC1	-15%	1%	-1%	5	-1	7%
CC(CCc1ccccc1)NC(=O)C1CCN(S(=O)(=O)c2ccc(F)cc2)CC1 (stereo unspecified)	u	u	-15%	-5	-2	x
O=C(c1cc2cccc([N+](=O)[O-])c2oc1=O)N1CCOCC1	19%	-5%	22%	16	1	0%
COc1ccc(CN2C(=O)CN=C2Nc2cc(C)ccc2C)cc1	161%[activator]	-9%	x	-2	-2	-21%
Cc1nnc2n(-c3ccccc3)c(=O)c3c4c(sc3n12)CC(C)CC4 (stereo unspecified)	12%	u	0%	-2	-3	-1%
O=C(Cc1ccc(F)cc1)Nc1c2c(nn1-c1cccc(Cl)c1)CS(=O)C2 (stereo unspecified)	30%[activator]	16%	u	7	-2	3%
Fc1ccccc1N1CCN(Cc2nc(-c3ccc(Cl)cc3Cl)no2)CC1	16%	10%	3%	-10	3	1%
CC(C)n1cnnc1SCC(=O)Nc1cccc(S(=O)(=O)N(C)c2ccccc2)c1	u	u	125%[activator]	-6	0	-2%
